Screening results as filed in PubChem.
MITF inh: MITF inhibitors, primary screen, biochemical, AlphaScreen, human. Microphthalmia-associated transcription factor (Homo sapiens), O75030. AlphaScreen MITF homodimerization, bead proximity signal. inhibition, % at 2.6 µM. actives 0.91% (n = 650,000). AID 1259374, 2018; in the data active = inhibition above about 50%;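 also: 0% = vehicle wells with protein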
Target sequence (O75030 whole entry, looked up): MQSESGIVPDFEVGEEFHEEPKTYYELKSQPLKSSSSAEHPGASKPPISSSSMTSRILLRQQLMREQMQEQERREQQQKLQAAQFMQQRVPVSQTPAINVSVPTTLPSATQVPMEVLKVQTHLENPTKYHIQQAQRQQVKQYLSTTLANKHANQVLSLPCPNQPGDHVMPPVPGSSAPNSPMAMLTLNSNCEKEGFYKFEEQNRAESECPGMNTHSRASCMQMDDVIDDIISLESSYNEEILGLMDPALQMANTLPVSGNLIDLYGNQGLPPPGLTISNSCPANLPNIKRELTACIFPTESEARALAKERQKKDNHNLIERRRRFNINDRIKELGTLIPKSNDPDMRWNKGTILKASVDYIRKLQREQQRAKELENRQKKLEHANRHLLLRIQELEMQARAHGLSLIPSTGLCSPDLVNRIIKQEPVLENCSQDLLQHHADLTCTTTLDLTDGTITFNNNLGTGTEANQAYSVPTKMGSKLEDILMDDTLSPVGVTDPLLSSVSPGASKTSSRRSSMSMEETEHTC
FBW7 act: FBW7 E3 ligase activators, primary screen, biochemical, AlphaScreen, human; actives 0.13% (n = 650,000); AlphaScreen FBW7–phospho-cyclin E peptide binding, activator screen; AID 1259310, 2017; normalized activity (activation), % at 26.1 µM; in the data active = normalized activity above about 1.9%;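 also: purified mutant Fbw7 with reduced substrate affinity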
TEAD-YAP inh: TEAD-YAP interaction inhibition, primary screen, TEAD-YAP interaction inhibitor project, luminescence, HEK-TIYL cells; inhibition, % at 9.12 µM; actives 1.4% (n = 640,000); TEAD-Gal4/YAP UAS-luciferase luminescence; in the data active = inhibition above about 32%;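 also: 0% = median of test compound wells and 100% = reference inhibitor wells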
GPR151 activ: activators of human GPR151, primary screen, cell-based, PathHunter beta-arrestin, luminescence. PathHunter beta-arrestin GPR151 cells. actives 1% (n = 650,000). activation, % at 11.2 µM; in the data active = activation above about 4.9%;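 also: 0% = median of compound wells and 100% = cells with positive control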
Target sequence (Q8TDV0 whole entry, looked up): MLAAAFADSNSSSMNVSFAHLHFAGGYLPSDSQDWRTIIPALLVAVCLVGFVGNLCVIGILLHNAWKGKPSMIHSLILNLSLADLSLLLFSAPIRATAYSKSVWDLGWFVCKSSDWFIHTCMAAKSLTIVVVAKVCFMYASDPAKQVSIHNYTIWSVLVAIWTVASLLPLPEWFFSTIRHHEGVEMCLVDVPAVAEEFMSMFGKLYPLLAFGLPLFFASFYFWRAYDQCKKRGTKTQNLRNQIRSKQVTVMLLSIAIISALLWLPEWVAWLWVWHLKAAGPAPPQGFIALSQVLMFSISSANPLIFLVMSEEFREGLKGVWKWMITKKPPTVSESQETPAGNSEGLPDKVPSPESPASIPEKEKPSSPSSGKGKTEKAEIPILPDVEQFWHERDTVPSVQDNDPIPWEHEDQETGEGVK
An asterisk follows results filed as active; nt = no result given.

SMILES | MITF inh | FBW7 act | TEAD-YAP inh | GPR151 activ
CCOc1ccc(Cl)cc1S(=O)(=O)Nc1ccc2c(c1)OCCO2 | -6.8 | 0.0 | 4.1 | 0.8
O=C1c2ccccc2C(=O)C1(Nc1ccc(I)cc1)c1ccccc1 | 10.8 | 0.1 | 8.8 | 0.0
CC1(NC(=O)c2ccccc2C(F)(F)F)CCS(=O)(=O)C1 (stereo not given) | 5.2 | -0.1 | 1.3 | 1.0
Cc1cc(C)c2cc(C#N)c(SCC(=O)Nc3nc(C)cs3)nc2c1 | 43.7 | 0.0 | -11.6 | 0.1
CCc1ccc(NC(=O)Cn2nnc(-c3nc(-c4ccccc4)no3)c2N)cc1 | 11.3 | -0.1 | 2.0 | -0.1
CCCCOc1ccc(-c2nc(C=NC3CCCCC3)c(O)o2)cc1 | 6.7 | -0.1 | -4.7 | -1.0
O=C1N/C(=C/c2ccc(Cl)c([N+](=O)[O-])c2)C(=O)N1Cc1ccc(F)cc1 | 6.3 | -0.1 | 4.1 | -1.0
CCOc1ccc(Nc2[nH]c(=O)sc2C2=c3ccccc3=NC2=O)cc1 | 1.8 | 0.5 | 6.6 | 0.9
COC(=O)C1=CN(CC2CCCO2)C=C(C(=O)OC)C1c1cccs1 (stereo not given) | 4.2 | 0.1 | -1.8 | -1.9
Cc1ccc(NC(=O)CSCc2ccccc2Cl)cc1Cl | 16.2 | 0.6 | -12.3 | -1.0
COc1cc(C2C(C(C)=O)=C(C)Nc3ncnn32)cc(Br)c1OC (stereo not given) | 1.4 | 0.0 | 1.4 | 1.9
COc1ccc(CNC(=O)C/C(C)=N/NC(=O)c2ccc(Br)cc2)cc1 | -6.8 | 0.6 | -9.3 | 1.3
CC(=O)OC[C@H]1O[C@@H](n2ccc(=O)[nH]c2=S)C(OC(C)=O)C1OC(C)=O (stereo not given in full) | -6.5 | -0.1 | -1.3 | 5.9*
Cc1nc(NCc2ccc(S(N)(=O)=O)cc2)c2c(C)c(C)sc2n1 | -11.6 | 0.0 | 5.6 | 2.6
CCCCOc1ccc(C2C=C(Nc3ccc(CC)cc3)C(=O)N2c2ccc(CC)cc2)cc1 (stereo not given) | 6.3 | 0.0 | 7.6 | -0.5
Cc1c(C(=O)Nc2ccccc2)sc2ncn(C)c(=O)c12 | 7.4 | 0.4 | -27.4 | -1.3
COCCCNc1nccn2c(-c3ccc(O)cc3)cnc12 | 14.3 | -0.4 | 2.5 | 0.1
Cc1ccc(S(=O)(=O)NCc2ccc(C(=O)NCc3ccc4c(c3)OCO4)cc2)cc1 | -0.9 | -0.1 | -1.5 | -0.9
CCCCc1c(C)nc(N/N=C/c2ccc(OC)cc2OC)[nH]c1=O | -14.2 | 0.0 | 5.9 | 0.0
Cc1ccc(-n2ncc3c(N4CCCCC4)ncnc32)cc1C | 9.9 | 0.0 | 73.4* | -4.4
Cc1ccc2nc3c(cc(C(=O)NCCCN4CCOCC4)n3Cc3ccccc3)c(=O)n2c1 | 6.0 | 0.1 | -3.8 | 1.2
CC(C(=O)O)N1C(=O)c2ccc(F)cc2C1=O (stereo not given) | 9.4 | 0.0 | -8.0 | 1.0
CCOC(=O)C1=C(c2ccccc2)N(C)C(=O)NC1c1ccccc1OCC (stereo not given) | 14.7 | 0.7 | 14.6 | -0.2
COc1ccc(C(=O)NC2CCCCC2)cc1I | 16.2 | 0.2 | -14.5 | -1.2
COc1ccc(CC2(CO)CCN(S(=O)(=O)N(C)C)CC2)cc1 | 9.7 | 0.0 | 1.4 | 3.0
COc1cc(/C=C2/NC(=S)NC2=O)ccc1OCc1ccc([N+](=O)[O-])cc1 | 18.0 | 0.1 | 9.5 | -0.9
CN(Cc1ccccc1)C(=O)COc1ccc(Br)cc1 | 7.7 | 0.0 | -19.9 | 3.1
CC(=O)Oc1ccc2c(c1)cc(C)n2C | 15.3 | 0.0 | -2.5 | -1.3
COc1ccccc1NC(=O)C1CC(=O)n2c(nc3ccccc32)N1 (stereo not given) | 13.9 | 0.7 | 7.5 | -1.3
C[C@@H]1NC(=O)[C@H]2CN(C(=O)c3ccc(C(F)(F)F)cc3)CCN2C1=O | -2.7 | 0.1 | 12.7 | 0.1

Random excerpt: 7 records from the list
SMILES | MITF inh | FBW7 act | TEAD-YAP inh | GPR151 activ
O=C1c2ccccc2C(=O)C1(Nc1ccc(I)cc1)c1ccccc1 | 10.8 | 0.1 | 8.8 | 0.0
COc1ccc(CNC(=O)C/C(C)=N/NC(=O)c2ccc(Br)cc2)cc1 | -6.8 | 0.6 | -9.3 | 1.3
COCCCNc1nccn2c(-c3ccc(O)cc3)cnc12 | 14.3 | -0.4 | 2.5 | 0.1
Cc1nc(NCc2ccc(S(N)(=O)=O)cc2)c2c(C)c(C)sc2n1 | -11.6 | 0.0 | 5.6 | 2.6
CCOc1ccc(Nc2[nH]c(=O)sc2C2=c3ccccc3=NC2=O)cc1 | 1.8 | 0.5 | 6.6 | 0.9
Cc1c(C(=O)Nc2ccccc2)sc2ncn(C)c(=O)c12 | 7.4 | 0.4 | -27.4 | -1.3
CC1(NC(=O)c2ccccc2C(F)(F)F)CCS(=O)(=O)C1 (stereo not given) | 5.2 | -0.1 | 1.3 | 1.0

More structures
SMILES | MITF inh | FBW7 act | TEAD-YAP inh | GPR151 activ
S=c1[nH]nc(Cc2ccccc2)n1CC1CCCO1 (stereo not given) | 13.7 | 1.0 | 1.3 | 1.3
O=C1OC(c2cccc(I)c2)=N/C1=C/c1cccs1 | -8.4 | -0.1 | 1.2 | -1.5
CCN(Cc1ccccc1)S(=O)(=O)c1ccc(F)c(C(=O)Nc2ccc(C(C)C)cc2)c1 | 4.0 | 0.0 | 9.5 | -1.2
Cc1cc(NC2(C(F)(F)F)N=C3SCCN3C2=O)no1 (stereo not given) | -3.1 | 0.0 | -0.8 | 1.0
CN(C(=O)c1ccc2c(c1)C(=O)N(CCC1=CCCCC1)C2=O)C1CCCCC1 | 10.0 | -0.1 | 1.6 | -0.6
Cc1c(NC(=O)CSc2nc3ccc(NC(=O)c4ccccc4Cl)cc3s2)c(=O)n(-c2ccccc2)n1C | 12.5 | 0.0 | 1.9 | 0.7
COc1ccc2c(c1)COC1(CCN(C(=O)COCC(=O)O)CC1)O2 | 8.6 | 0.0 | 6.4 | 1.5
Cn1c(=O)c2c(nc(NCCOCCO)n2C)n(C)c1=O | -10.0 | 0.0 | 10.2 | 1.5
Cc1nn(-c2ccccc2)nc1CNS(=O)(=O)c1cn(C)c(C)n1 | 6.8 | 0.1 | 1.6 | -0.9
Nc1cccn2cc(-c3ccc(Cl)cc3)nc12 | 14.9 | 0.1 | -38.4 | -1.4
COc1ccc(Cl)cc1C(=O)Nc1nnc(-c2cc(C)oc2C)o1 | 12.6 | -0.1 | -0.3 | 1.6
CCCOc1ccc(/C(O)=C2\C(=O)C(=O)N(c3nc(C)c(C(=O)OC)s3)C2c2ccc(OC)cc2)cc1C (stereo not given) | 9.2 | -0.1 | -13.1 | -0.9
CCOC(=O)c1cnc2c(OC)cccc2c1Nc1cc([N+](=O)[O-])ccc1OC | -11.2 | -0.1 | -7.0 | 0.1
CC(=O)Nc1ccc(N2C(=O)/C(=C/c3ccc(C(=O)O)cc3)SC2=S)cc1 | 6.4 | -0.1 | -4.8 | 1.7
COc1ccc(-n2nc3c(c2NC(=O)c2ccc(Br)o2)CSC3)cc1 | 1.4 | 1.1 | -3.5 | -0.3
O=C(NCc1ccccc1)c1ccccc1F | 5.7 | 0.1 | -9.6 | -0.3
CCn1c(C(=O)O)c(CC(=O)N2CCCCCC2)c2ccccc21 | 12.7 | 0.2 | 2.5 | 1.2
COc1ccc2c(c1)CC/C(=C\c1cccn1C)C2=O | 15.4 | 0.4 | 45.8* | -7.1
O=C(O)c1ccc(-n2nnnc2SC(c2ccccc2)c2ccc(Cl)cc2)cc1 (stereo not given) | 12.9 | 0.0 | 5.4 | -1.4
COC(=O)Cc1cccc(Nc2nccc(-c3ccc(S(C)(=O)=O)cc3)n2)c1 | 1.9 | -0.1 | -5.2 | 0.2
O=C(O)c1ccccc1C(=O)Nc1c(-c2ccccc2)nc2ccccn12 | 12.9 | 0.1 | -4.8 | -0.9
C[C@@H](C(=O)OCC(=O)Nc1ccccc1OC(F)F)N1C(=O)C2CC=CCC2C1=O (stereo not given in full) | 5.8 | 0.1 | 1.4 | -0.8
CCCCC[C@H](O)CC[C@@H]1[C@@H](C/C=C\CCCC(=O)O)[C@@H](O)C[C@H]1O | 10.6 | nt | nt | 1.9
C(=N\N1CCOCC1)/c1cn(-c2ccccc2)nc1-c1cccs1 | -1.9 | -0.2 | -2.8 | 0.6
CC1=NN(c2ccccc2)C(=O)/C1=C\c1ccc(N(C)C)cc1 | 9.7 | -0.2 | -3.5 | 0.2
COc1ccc(/C(C)=N\NC(=O)CC2C(=O)NN=C2C)cc1 (stereo not given) | 9.9 | 0.0 | 4.8 | 1.0
CCOC(=O)c1oc2ccccc2c1NC(=O)C(C)(C)C | 9.1 | 0.7 | -2.2 | -1.1
Cc1cccc(NC(=O)c2ccc(C(=O)Nc3cccc(C)c3C)cc2)c1C | -1.0 | -0.1 | -4.0 | -0.2
COc1ccc(NC(=O)NC2(C(F)(F)F)Oc3ccccc3O2)cc1 | 7.2 | -0.1 | -20.2 | 0.8
CC[C@@H]1NC(=O)[C@@H]2C[C@H](NC(=O)c3cccc(C)c3)CN2C1=O | -14.6 | 0.0 | -1.4 | 2.4
CCOC(=O)c1ccc(NC(=O)CN(Cc2ccc(C)cc2)S(=O)(=O)c2ccc(C)cc2)cc1 | -2.0 | 0.0 | -1.5 | 0.2
Cn1c(=O)c2c(nc(Sc3ncnn3CC(=O)NC(C)(C)C)n2C)n(C)c1=O | 9.3 | 0.0 | 1.9 | 1.0
Cc1onc(-c2ccccc2)c1C(=O)N(CC#N)CC#N | -12.3 | 0.1 | 6.8 | -0.1
COc1ccc(S(=O)(=O)Nc2ccc(C(N)=O)cc2)cc1 | -19.9 | -0.2 | 1.9 | -0.2
CCOC(=O)N1CCc2[nH]c3ccc(OC)cc3c2C1 | -5.5 | 0.0 | -14.1 | 3.1
Cn1cnnc1SCc1cccc(Br)c1 | -25.7 | -0.1 | -5.5 | -1.1
CC(C)(C1CCC(O)(C#N)CC1)C1CCC(O)(C#N)CC1 (stereo not given) | -3.3 | -0.1 | -1.2 | 1.4
O=C(c1ccc(Br)o1)N1CCN(Cc2ccc3c(c2)OCO3)CC1 | -10.2 | -0.8 | -7.3 | -0.3
Clc1ccc2nc(C3CCN(Cc4nnnn4C4CCCC4)CC3)[nH]c2c1 | 3.0 | 0.1 | 36.6* | -1.0
CSc1nc(-c2ccccc2)nn1C(=O)Cc1ccccc1 | 8.0 | 0.0 | -7.3 | 3.5
C/C(=N\Nc1ccc([N+](=O)[O-])cc1)c1ccc(F)cc1 | 16.6 | 0.4 | -9.3 | 0.5
CN(Cc1ccc(F)cc1)c1ccc(OCC(=O)NC2CCC(O)CC2)nn1 (stereo not given) | -9.0 | -0.1 | -5.0 | 0.9
CCc1cccc(C)c1NS(=O)(=O)c1cccc2nsnc12 | 1.7 | -0.1 | 2.1 | -0.2
CC(C)CN(Cc1c(O)ccc2c3c(c(=O)oc12)CCC3)CC(C)C | 5.4 | -0.1 | 6.8 | 3.3
CC1=NN(c2ccc(Cl)c(C(=O)O)c2)C(=O)/C1=C\c1ccc(Cl)cc1 | 14.6 | 0.1 | 0.2 | 0.0
COc1ccccc1NCC(=O)NNC(C)C(=O)Nc1cccc(Cl)c1 (stereo not given) | -7.0 | 0.0 | 9.2 | 0.0
COc1ccc(Br)cc1C1CC(=O)c2c(ccc3ccccc23)N1 (stereo not given) | 2.2 | -0.1 | 37.3* | 0.3
Cc1cc(C)c(OCC(=O)N/N=C/c2ccc(O)c(O)c2)c(Br)c1 | 10.5 | -0.2 | -13.2 | 0.8
CCOc1ccc(NS(=O)(=O)c2cc(-c3nnnn3C)ccc2OC)cc1 | 1.5 | -0.2 | 2.2 | 0.4
CC(N=C1NS(=O)(=O)c2ccccc21)C(=O)O (stereo not given) | -15.4 | 0.2 | 6.6 | -1.6
COC(=O)Cc1nc(N(C)Cc2ccccc2)c2c(C)c(C)sc2n1 | 10.9 | 0.4 | 0.0 | 0.9
CS(=O)(=O)N1CCN(c2ccccc2NC(=O)CSc2ccc(Cl)cc2)CC1 | 0.7 | 0.0 | 5.2 | 0.3
O=C(Nc1ccccn1)C1c2ccccc2Oc2ccccc21 | 1.2 | -0.2 | 0.5 | 0.1
Cc1c(NC(=O)c2cc(F)c(F)cc2Cl)c(=O)n(-c2ccccc2)n1C | -10.0 | 0.2 | -3.5 | 1.1
Cc1cc(NCCc2ccc(O)cc2)nc(Nc2cccc(N(C)C)c2)n1 | 16.1 | -0.4 | 15.6 | -1.6
Cc1ccc(Nc2nc(C(=O)N3CCC(C)CC3)cs2)cc1 | 13.1 | 0.0 | -8.9 | 0.2
Nc1c(C(=O)Nc2cccc(F)c2)sc2nc3cc4c(cc3cc12)OCO4 | -11.8 | -0.1 | -15.1 | -1.1
CCOC(=O)c1c(NC(=O)CSc2nc3ccccc3o2)sc(C)c1C | -1.0 | -0.1 | 3.7 | -1.7
Cc1cc2nc(-c3ccc[nH]c3=O)[nH]c2cc1C | -10.8 | -0.1 | 85.6* | -10.8
CCOc1ccc(-n2nc3ccc(NC(=O)c4ccc(-c5cccc([N+](=O)[O-])c5)o4)cc3n2)cc1 | 7.3 | -0.6 | -23.7 | 1.7
